Assay outcomes deposited in PubChem BioAssay by National Center for Advancing Translational Sciences (NCATS).
SMN2 splice enh: increases expression of the SMN2 splice variant. HEK293 SMN2-luciferase splicing reporter, luminescence, 30-36 h. Potency, µM (titrated, usually from 46.1 µM), for the others: at the highest dose activity change, positive = activation, most hits filed as activators. 210,000 tested, 2.8% active; also: % of control where 0% means no effect; nearly all actives have a fitted effect of over 55% in size
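qHTS luciferase splicing reporter: luminescence rises when SMN2 exon 7 is included in transfected HEK293 cells. Compound exposure lasted 30-36 h at 37C, with 4.5 mM final sodium butyrate as control, followed by a ONE-Glo read.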
JMJD2E inh: blocks human JMJD2E demethylase activity; Potency, µM (series often up to 57.1 µM), for inactives: top-dose activity change, negative = inhibition, usual class: inhibitors; B2RXH2; AID 2147; 230,000 tested, 1.6% active; JMJD2E catalytic domain, FDH-coupled NADH fluorescence (FDH is formaldehyde dehydrogenase); active = well fitted inhibition curve with a large enough effect, not every such curve was filed as active; inconclusive = small, poorly fitted or top-dose-only effect, or another doubt; inactive = no such curve, though single readings can be large or run the other way;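 also: 0% = wells with enzyme and -100% = buffer wells without enzyme; nearly all actives have a fitted effect of over 50% in size; many of its hits are not listed in these tables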
Target sequence (B2RXH2 1-337 limits assumed): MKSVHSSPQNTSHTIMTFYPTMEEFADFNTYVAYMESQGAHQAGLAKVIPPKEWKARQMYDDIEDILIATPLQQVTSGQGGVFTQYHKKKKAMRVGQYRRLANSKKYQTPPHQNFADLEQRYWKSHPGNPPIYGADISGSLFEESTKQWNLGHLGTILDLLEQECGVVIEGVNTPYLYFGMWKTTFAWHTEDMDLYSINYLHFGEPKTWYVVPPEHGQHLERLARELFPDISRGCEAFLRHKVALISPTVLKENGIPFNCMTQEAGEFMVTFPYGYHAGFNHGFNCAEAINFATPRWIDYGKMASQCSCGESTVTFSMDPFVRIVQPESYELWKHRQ
RECQ1 inh: blocks DNA unwinding by human RECQ1. P46063. RECQ1 DNA unwinding, red fluorescence kinetic read. Potency, µM (doses to about 57.3 µM), without a hit: at the highest dose activity, negative = inhibition, most hits filed as inhibitors. 240,000 tested, 0.54% active. AID 2549;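 also: plate controls were vehicle for no effect and no enzyme for full effect; nearly all actives have a fitted effect of over 30% in size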
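50 nM RECQ1T1 preincubated 15 min with compound in Tris pH 8.0 buffer with MgCl2, DTT, Tween-20 and 2.5 ug/ml poly(dI-dC); started with 200 nM TAMRA/BHQ-2 forked duplex and 2 mM ATP. Unwinding read as fluorescence (525/598 nm), two reads 2 h apart.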
Epigenetic derep: regulators of epigenetic silencing causing reporter derepression in mouse cells | murine LDR cells, GFP reporter derepression, 30 h | Potency, µM (top dose mostly 53.9 µM), for the others: at the top dose GFP activation, usual class: activators | AID 1865 | 280,000 tested, 0.2% active; also: % of control where 0% means no effect; nearly all actives have a fitted effect of over 60% in size
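Murine LDR cells carrying a silenced, genomically integrated CMV-driven GFP reporter were exposed to compound for 30 hours at 37 C. After PBS washes, GFP-positive cells (20–120 um objects) were counted by laser-scanning microplate cytometry.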
KinaseGlo FLuc: blocks Kinase-Glo luciferase, a counter-screen artifact; Q27757; Kinase-Glo luciferase, ATP luminescence, 8 min; Potency, µM (series often up to 38.3 µM), for the others: top-dose activity change, negative = inhibition, usual class: inhibitors; 200,000 tested, 0.28% active; also: % is scaled to controls: 0 for no effect and ±100 for the full control effect; nearly all actives have a fitted effect of over 60% in size
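Light output from Kinase-Glo luciferase with luciferin and 10 uM ATP in 50 mM imidazole pH 7.2, KCl, MgCl2, Tween 20, BSA; compound pin-delivered, 8-min ambient incubation, then luminescence read.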
IMPase Li inh: IMPase inhibition in cells with lithium potentiation. 210,000 tested, 0.35% active. AID 1457. CHO-M1 cells, IP1 TR-FRET (IP-One), carbachol + lithium. Potency, µM (doses to about 59.4 µM), inactives show top-dose activity, negative = IMPase inhibition, usual class: inhibitors;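 also: IP1 builds up when IMPase is blocked and the TR-FRET signal falls; plate controls were basal vehicle for no effect and high inhibitor control for full effect; nearly all actives have a fitted effect of over 50% in size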
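Test compounds were applied to CHO-M1 cells previously cultured for 16–30 h at 2000 per well. A small lithium amount accompanied them; after 30 min at 37C, IP1 was quantified by TR-FRET.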
GoLoco inh red: inhibitors of human Gai1-RGS12 GoLoco interaction (red fluorophore); AID 880; Potency, µM (series often up to 61.6 µM), for inactives: at the highest dose activity, negative = inhibition, hits mostly inhibitors; Gai1:RGS12 GoLoco peptide FP, rhodamine, 10 min; P63096; 230,000 tested, 0.44% active; active = well fitted inhibition curve with a large enough effect, not every such curve was filed as active; inactive = no such curve, though single readings can be large or run the other way; also: % is scaled to controls: 0 for no effect and ±100 for the full control effect; nearly all actives have a fitted effect of over 30% in size; many of its hits are not listed in these tables
Target sequence (P63096 whole entry, looked up): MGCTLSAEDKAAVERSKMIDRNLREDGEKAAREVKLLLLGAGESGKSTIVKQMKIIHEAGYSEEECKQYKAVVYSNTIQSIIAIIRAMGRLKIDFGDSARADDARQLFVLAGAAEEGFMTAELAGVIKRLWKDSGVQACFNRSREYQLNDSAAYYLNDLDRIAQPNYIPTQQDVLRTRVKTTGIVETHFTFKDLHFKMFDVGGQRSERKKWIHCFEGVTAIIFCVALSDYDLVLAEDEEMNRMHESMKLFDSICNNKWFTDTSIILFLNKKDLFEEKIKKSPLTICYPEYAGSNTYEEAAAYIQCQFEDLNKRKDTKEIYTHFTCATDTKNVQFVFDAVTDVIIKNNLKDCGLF
NPSR antagonist: antagonists of human neuropeptide S receptor cAMP signaling; Q6W5P4; CHO-NPSR cells, cAMP TR-FRET, antagonist mode; Potency, µM (titrated, usually from 38.3 µM), without a hit: at the top dose activity change, negative = inhibition, actives largely listed as inhibitors; 220,000 tested, 1% active; AID 1461; also: % is scaled to controls: 0 for no effect and ±100 for the full control effect; nearly all actives have a fitted effect of over 50% in size; many of its hits are not listed in these tables
Target sequence (Q6W5P4 whole entry, looked up): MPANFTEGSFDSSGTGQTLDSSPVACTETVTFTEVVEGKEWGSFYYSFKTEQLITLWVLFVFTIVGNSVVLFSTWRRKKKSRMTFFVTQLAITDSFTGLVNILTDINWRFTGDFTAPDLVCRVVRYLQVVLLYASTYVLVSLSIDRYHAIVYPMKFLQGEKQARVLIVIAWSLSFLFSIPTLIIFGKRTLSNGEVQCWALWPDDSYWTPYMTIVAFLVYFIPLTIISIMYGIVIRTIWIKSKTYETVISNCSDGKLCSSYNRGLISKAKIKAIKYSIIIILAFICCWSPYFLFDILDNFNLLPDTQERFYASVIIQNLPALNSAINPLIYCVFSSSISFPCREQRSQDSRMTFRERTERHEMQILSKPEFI
Numbers without * were called inactive; i = inactive; u = inconclusive; x = not tested or not shown; [ ] = another dose, or the depositor's remark. Unless noted, calls follow the shape of the dose curve; as a rule, active = well fitted curve in the direction sought with a large enough effect; inconclusive = small, poorly fitted or top-dose-only effect, or another doubt; inactive = no such curve, though single readings can be large; an effect the other way counts as inactive or inconclusive. Potency is read from the fitted curve at half-maximal effect.

No. | structure | SMN2 splice enh | JMJD2E inh | RECQ1 inh | Epigenetic derep | KinaseGlo FLuc | IMPase Li inh | GoLoco inh red | NPSR antagonist
1 | O=S(=O)(c1ccc(Br)cc1)N1CCN(S(=O)(=O)c2ccc(Br)cc2)CC1 | -9.7%[9.22 µM] | x | x | x | -2.7%[7.66 µM] | -0.1% | 5.4%[14.2 µM] | x
2 | O=C(CSc1nnc(CNc2ccccc2)o1)N1CCCc2ccccc21 | -9.2% | -1.7% | -1.4% | 0.0% | -1.4% | -3.0%[38.3 µM] | 2.5% | -10.5%[46.1 µM]
3 | CCOC(=O)c1ccccc1NC(=S)N1CCC(N2CCCCC2)CC1 | -11.5% | 4.7% | -5.9% | 1.3% | 5.1% | -0.9% | -8.9% | 14.3%
4 | CCCCC(CC)C(=O)NCc1ccc(F)cc1 (stereo unspecified) | -11.8% | 4.1% | -5.8% | 1.3% | 14.0% | 7.2% | -9.4% | 1.5%
5 | CC(=O)N(/C=C1\SC(=S)N(c2ccccc2)C1=O)c1ccccc1 | x | -0.5% | 31.6µM* | -1.1% | x | x | 24.6% | -24.6%
6 | Cc1cc(C(=O)N/N=C/c2cc(Br)cc([N+](=O)[O-])c2O)c2ccccc2n1 | -28.5% | 6.31µM* | -5.0% | -3.2% | -4.0% | -1.6% | 16.8% | -3.2%
7 | N#Cc1c(N)n(-c2ccc(N)cc2)c2nc3ccccc3nc12 | x | -4.7% | -12.5% | -2.4% | x | x | 5.4% | -3.0%
8 | O=C(Nc1ccc2oc(-c3ccccc3)nc2c1)c1ccncc1 | -60.8%[inhibitor] | -7.3% | i | 13.0% | 9.0% | -9.6%[38.3 µM] | 2.8% | -18.7%[46.1 µM]
9 | O=C(Nc1cc(S(=O)(=O)N2CCOCC2)ccc1N1CCCC1)c1cnccn1 | x | 3.9% | -15.0% | -0.9% | x | x | x | -3.8%[46.1 µM]
10 | CCC(=O)c1ccc(OC)c(OC)c1O | x | -0.6% | i | 2.9% | x | x | 5.8% | 12.9%
11 | COc1cc(C)c(NC(=O)C(=S)N2CCCC2)cc1C | 2.2% | u | 18.4% | 18.7% | 0.7% | 0.1% | 10.4% | 0.3%
12 | Cc1ccc(NC(=O)CN2C(=S)NC(C)(C)CC2C)cc1Cl (stereo unspecified) | -56.6%[inhibitor] | 1.6% | -0.3% | 1.1% | -2.6% | -1.0% | -13.8% | 11.8%
13 | CCCCNC(=O)CCn1c(=O)c2ccccc2n(Cc2ccc(F)cc2)c1=O | 10.3% | -4.9% | -8.8% | -1.1% | -1.7% | -0.3% | -7.6% | 16.5%
14 | Clc1ccc(-c2noc(COc3ccccc3)n2)cc1 | -14.8% | 7.5% | -2.1% | -2.0% | 1.1% | 11.1%[38.3 µM] | 4.3% | -11.6%[46.1 µM]
15 | CCN(CC)CCN1C(=O)c2oc3ccc(F)cc3c(=O)c2C1c1ccncc1 (stereo unspecified) | x | u | i | 1.3% | x | x | -7.4% | 15.3%
16 | CCC(C)[C@H](NC(=O)Nc1ccc(Oc2ccccc2)cc1)C(=O)O (stereo partly specified) | -3.4% | 9.2% | -1.9% | -0.9% | 2.8% | -5.3%[38.3 µM] | 11.2% | 10.0%[46.1 µM]
17 | COc1ccc(-c2n[nH]c(=S)n2Cc2ccco2)cc1 | 8.4% | 0.0% | i | 0.8% | -3.4% | 16.1%[38.3 µM] | 4.4% | -14.7%[46.1 µM]
18 | CCOc1cc2c(cc1/C=C/C(=O)O)OC(C)C2 (stereo unspecified) | x | u | i | -1.8% | x | x | 15.6% | -5.2%
19 | Cc1ccc(S(=O)(=O)N2CCC(=O)N(CCOCc3cccc(C)c3)CC2)cc1 | -17.4% | 9.4% | 1.2% | 5.7% | 2.0% | 4.4% | 1.1% | 0.9%
20 | CCC(=O)Nc1cccc(NC(=S)NC(=O)Cc2ccccc2)c1 | x | -2.1% | -6.1% | -1.0% | x | x | x | -8.3%[46.1 µM]
21 | COc1ccc(CNC(=O)c2c(C)cc(=O)oc2C)cc1 | 15.4% | -10.6% | -20.5% | -1.1% | -4.3% | 0.5% | 1.6% | 2.0%
22 | Cc1cc([N+](=O)[O-])nn1Cc1ccc(C(=O)N/N=C/c2ccc(N(C)C)cc2)cc1 | x | -13.0% | -3.4% | 0.1% | x | x | 11.1% | 46.9%
23 | CNC(=O)NC(=O)C(C)OC(=O)c1c(C)noc1C (stereo unspecified) | 16.6% | 3.2% | 15.1% | -1.0% | -4.3% | 10.4%[38.3 µM] | -0.8% | -6.3%[46.1 µM]
24 | CC(C)(C)NC(=S)Nc1ccc(Nc2ccccc2)cc1 | -36.1%[inhibitor] | 1.1% | -5.6% | -0.3% | -2.6% | 6.4%[38.3 µM] | -1.3% | -24.0%[46.1 µM]
25 | Cc1ccc(S(=O)(=O)NCCCNS(C)(=O)=O)cc1 | 18.5% | 3.3% | -12.0% | 2.3% | 0.2% | 18.8%[38.3 µM] | -12.0% | -0.4%[46.1 µM]
26 | COc1ccccc1C1CC(=O)Oc2cc(C)c(Br)c(C)c21 (stereo unspecified) | x | x | -0.3%[81.1 µM] | -0.1% | 3.5%[39.9 µM] | 11.4% | -15.4%[88.7 µM] | x
27 | CS(=O)(=O)Nc1ccc2c3c(cccc13)CC2 | 19.1% | u | i | 3.0% | 20.8% | 17.4%[38.3 µM] | -9.3% | 7.1%[46.1 µM]
28 | Cc1cc(Cl)nc2ccc(Cc3ccc4nc(Cl)cc(C)c4c3)cc12 | -4.3%[9.22 µM] | u | -2.2% | -1.1% | -1.6%[7.66 µM] | 15.5% | -1.2%[14.2 µM] | -17.0%
29 | Cc1nn(C)c(C)c1/C=N/NC(=O)CCn1nc(C)c([N+](=O)[O-])c1C | -9.8% | 8.9% | 2.8% | -2.6% | -1.1% | -1.0% | -3.5% | -13.6%
30 | CCC(C)NCC(=O)Nc1ccc(S(N)(=O)=O)cc1 (stereo unspecified) | x | 13.7% | -0.5% | -2.8% | -0.3% | 5.7% | -0.4% | -4.7%
31 | CCC(=O)Nc1ccc(C(=O)CSc2nnc(-c3ccc(O)cc3)n2CC2CCCO2)cc1 (stereo unspecified) | 13.4% | 1.2% | -4.3% | 1.7% | -4.2% | 12.6%[38.3 µM] | -2.1% | -19.6%[46.1 µM]
32 | Cc1nc(N2CCOCC2)c2nc(-c3ccccc3)n(CC3CCN(C)CC3)c2n1 | -13.8% | u | 2.2% | 6.2% | -3.7% | -7.9% | -2.4% | x
33 | Nc1c(C(=O)Nc2ccccc2)sc2nc3c(c(-c4ccco4)c12)CCCC3 | -26.9% | 4.6% | -0.8% | u | -0.5% | -5.6%[38.3 µM] | -1.2% | u
34 | CCc1nnc(NC(=O)CSc2nnc(CNc3ccc(C)cc3)n2C)s1 | x | 2.6% | -12.6% | 0.0% | -0.2% | 4.1% | 5.7% | -5.1%
35 | FC(F)Oc1cccc(NC(=S)N2CCN(c3ccccn3)CC2)c1 | -13.9% | -1.2% | i | -3.0% | -1.1% | 2.0% | 0.6% | -16.5%
36 | COc1ccc2nc(NC(=O)c3ccc(Br)s3)sc2c1 | 11.2µM* | u | i | 2.3% | -7.1% | 9.1%[38.3 µM] | 8.9% | u
37 | COC(=O)c1scc(C)c1N/N=C(\C)c1ccc(F)cc1 | -2.6% | u | i | 2.1% | -4.4% | 14.0%[38.3 µM] | -7.4% | -0.2%[46.1 µM]
38 | O=C(Nc1cc(Cl)cc(Cl)c1)C(NCC1CCCO1)c1ccccc1 (stereo unspecified) | x | -4.8% | -3.8% | 1.0% | x | x | x | -14.2%[46.1 µM]
39 | CS(=O)(=O)N1N=C(c2cccs2)CC1c1ccc(F)cc1 (stereo unspecified) | x | -27.0% | -6.1% | -1.0% | x | x | 124.2%[activator] | -10.5%
40 | Cc1cc(Nc2ccc3c(c2)OCCO3)c2ccccc2n1 | -14.9% | 4.1% | -21.0% | 0.0% | 2.4% | 2.2% | 9.9% | 1.4%
41 | CCOC(=O)CN=C1CC(C)(C)CC2=C1Sc1ncnc(N(C)C)c1N2 | -10.7% | u | -16.4% | -2.2% | -1.4% | 31.7%[activator][38.3 µM] | 12.3% | -22.1%[46.1 µM]
42 | Cc1nc2ccc(NC(=O)c3ccc(S(=O)(=O)N4CCOCC4)cc3)cc2s1 | -48.5%[inhibitor] | 207.5%[activator] | i | -0.6% | -1.6% | -2.1%[38.3 µM] | 21.2% | 0.0%[46.1 µM]
43 | Cn1cccc1C(=S)N1CCOCC1 | -7.6% | -3.8% | -1.1% | -0.8% | 0.4% | -5.8%[38.3 µM] | 6.5% | 4.4%[46.1 µM]
44 | O=C(NC(=S)Nc1ccccc1)c1cncc(C#Cc2ccccc2)c1 | x | 2.5% | -0.1% | 1.2% | x | x | 6.5% | 2.3%
45 | Cc1ccc(S(=O)(=O)N2C(=O)c3cccc4cccc2c34)cc1 | x | -3.7% | i | -2.8% | x | x | 13.2% | -10.7%
46 | Cc1ccc2cc(C=C(C#N)C#N)c(N3CCCCC3)nc2c1 | -29.6% | -6.3% | -2.5% | 0.0% | -4.3% | -27.5%[38.3 µM] | 59.5%[activator] | u
47 | Cc1ccc(N2CCCn3c2cc(C)c(C#N)c3=O)cc1Cl | -11.2% | u | -0.8% | 3.7% | 0.2% | -10.5% | -1.2% | -14.4%[46.1 µM]
48 | O=S(=O)(C(=CNc1ccccc1)S(=O)(=O)c1ccccc1)c1ccccc1 | -21.5% | -2.6% | 0.8% | -1.0% | -2.7% | 7.2% | 9.1% | -19.9%
49 | Cc1[nH]c2ccc(Br)cc2c(=S)c1C/C=C/Cl | x | -1.6% | -11.0% | 0.1% | x | x | 14.2% | u
50 | COc1ccc(N(CC(=O)Nc2cc(C)cc(C)c2)S(=O)(=O)c2ccccc2[N+](=O)[O-])c(OC)c1 | x | -6.5% | -7.6% | -4.3% | -0.3% | 1.2% | 9.9% | 12.6%
51 | CC(C)(C)c1ccc(CSc2nnc(-c3ccccn3)n2Cc2ccco2)cc1 | -12.6% | -1.8% | i | -3.5% | -4.0% | 57.3%[activator][38.3 µM] | 1.0% | u
52 | Cc1ccc(NC(=O)NC2=N/C(=C(/C#N)C(=O)N3CCCC3)c3ccccc32)cc1 | -14.8% | 4.8% | -15.4% | 2.8% | -2.0% | 4.4%[38.3 µM] | -8.6% | u

This is a subset (hit frequency here may not be typical).
